# Screening data deposited in PubChem BioAssay by several laboratories.
# TCR-CD3 inh = inhibitors of human TCR-CD3 interaction; 360,000 tested, 0.37% active; inhibition, % at 9.4 µM; TAMRA-labeled TCR probe fluorescence, biochemical; in the data active means inhibition above about 19%;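 further: recombinant mutant TCR 2C K166C tagged with TAMRA read by polarization; 0% = receptor in buffer alone and 100% = receptor with positive control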
# PRMT1 inh = blocks human protein arginine methyltransferase 1. 370,000 tested, 1.3% active. recombinant PRMT1, activity-based probe fluorescence polarization. inhibition, % at 2.79 µM. Q99873;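 active means inhibition above about 21% made by adding two undisclosed values, limit read from the data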
# MBD2 inh = blocks human MBD2 binding to methylated DNA. TR-FRET, MBD2 binding to methylated oligonucleotide. inhibition, % at 4.4 µM. AID 686964. Q9UBB5. 370,000 tested, 0.31% active; in the data active means inhibition above about 13%
# Target sequence (Q9UBB5 whole entry, looked up): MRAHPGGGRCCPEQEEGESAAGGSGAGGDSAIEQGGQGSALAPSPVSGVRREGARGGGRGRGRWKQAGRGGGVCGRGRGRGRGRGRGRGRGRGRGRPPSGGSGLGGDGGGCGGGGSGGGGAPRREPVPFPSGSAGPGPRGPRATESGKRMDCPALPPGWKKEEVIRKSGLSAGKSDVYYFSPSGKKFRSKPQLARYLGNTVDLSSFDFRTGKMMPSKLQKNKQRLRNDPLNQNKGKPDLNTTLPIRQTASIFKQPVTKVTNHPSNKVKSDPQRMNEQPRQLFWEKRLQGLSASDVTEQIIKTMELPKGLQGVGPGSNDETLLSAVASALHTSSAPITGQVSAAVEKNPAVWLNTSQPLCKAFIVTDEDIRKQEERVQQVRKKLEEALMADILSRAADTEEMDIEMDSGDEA
# ABHD4 inh = inhibitors of mouse ABHD4; Q8VD66; purified mABHD4, FP-Rh probe fluorescence polarization; inhibition, % at 8.92 µM; 370,000 tested, 0.54% active;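 active means inhibition exceeding the mean over every tested compound plus 3 SD, cut at about 30% in these data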;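 further: 0% = plate median of compound wells and 100% = S159A mutant with DMSO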
#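 Test system: mABHD4 protein | Buffer or medium: HEPES pH 7.0 buffer, 150 mM NaCl, 0.01% Pluronic F-127 | Probe or stimulus: FP-Rh fluorescent activity-based probe, added after compound pre-incubation | Timing: Pre-incubation 45 min, probe exposure 60 min, at 25 °C | Technique: Fluorescence polarization, excitation 525 nm, emission 598 nm, BODIPY TMR filters | Repeats: Single well per compound (singlicate)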
# HTRA1 inh = inhibitors of human serine peptidase HTRA1; recombinant HTRA1, FP-rhodamine activity-based probe, fluorescence polarization; inhibition, % at 5.96 µM; 340,000 tested, 0.5% active; AID 504803; in the data active means inhibition above about 36%;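 further: 0% = enzyme with DMSO and 100% = wells lacking enzyme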
# GC-A act = GC-A (human) enzyme activation | AID 1671463 | activation, % at 10 µM | P16066 | 370,000 tested, 0.14% active | HEK293 GC-A cells, cGMP TR-FRET, EC30 ANP; 0% at EC30 ANP, 100% saturating ANP; in the data active means activation above about 40%
# rCAG binder = molecules binding r(CAG) RNA repeats; r(CAG) RNA repeat, TO-PRO-1 dye displacement fluorescence; inhibition, % at 3 µM; 370,000 tested, 1.3% active; AID 651821;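 active means inhibition above the plate cutoff, the mean of all test compounds on that plate plus 3 SD, cut at about 35% in these data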;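 further: 0% = DMSO alone and 100% = 100 µM mitoxantrone as full dye displacement; higher means more dye released from RNA so lower well fluorescence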
# UHRF1 binding = human UHRF1 methylated DNA binding inhibitors | Q96T88 | 370,000 tested, 0.75% active | UHRF1 binding to methylated oligo, TR-FRET | inhibition, % at 4.4 µM; in the data active means inhibition above about 21%;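 further: UHRF1 SRA domain binding a hemimethylated CpG hairpin DNA probe; 0% = median of test compound wells and 100% = reference inhibitor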
# NPR2 activator = GC-B (human) receptor activation; P20594; HEK293-GC-B cells, CNP EC30, cGMP TR-FRET; 0% at EC30 CNP, 100% saturating CNP; activation, % at 10 µM; 370,000 tested, 0.11% active; AID 1920062;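 active means activation at 10 µM reaching about 35% in either raw or pattern-adjusted values, limit read from the data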
# SIAE inh = blocks human sialic acid acetylesterase. Q9HAT2. 370,000 tested, 0.69% active. SIAE FP-Rh probe binding, fluorescence polarization. inhibition, % at 9.66 µM;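 active means inhibition above a cutoff: mean of compounds within the control limits plus 3 SD of those, cut at about 17% in these data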;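 further: 0% = plate median of compound wells and 100% = probe without SIAE protein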
# Target sequence (Q9HAT2 whole entry, looked up): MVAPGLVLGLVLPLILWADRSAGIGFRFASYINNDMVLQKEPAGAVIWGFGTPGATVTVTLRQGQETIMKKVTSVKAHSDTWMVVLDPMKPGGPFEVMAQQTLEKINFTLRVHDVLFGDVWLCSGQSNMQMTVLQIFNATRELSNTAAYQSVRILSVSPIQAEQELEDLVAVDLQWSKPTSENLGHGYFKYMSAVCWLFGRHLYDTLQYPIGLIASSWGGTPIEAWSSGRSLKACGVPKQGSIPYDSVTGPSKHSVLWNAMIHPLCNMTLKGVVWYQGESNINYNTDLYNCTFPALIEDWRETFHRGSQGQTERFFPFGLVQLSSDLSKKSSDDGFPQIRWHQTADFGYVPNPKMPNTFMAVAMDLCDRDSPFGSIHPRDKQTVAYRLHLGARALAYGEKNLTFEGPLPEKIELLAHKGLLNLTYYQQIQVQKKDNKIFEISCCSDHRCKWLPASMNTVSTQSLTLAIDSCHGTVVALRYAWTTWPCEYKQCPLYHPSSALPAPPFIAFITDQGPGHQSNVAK
# * marks the source's active call; other numbers are inactive results; / = not tested or not shown. This is a subset; count on the stated rates, not on these rows.
SMILES,TCR-CD3 inh,PRMT1 inh,MBD2 inh,ABHD4 inh,HTRA1 inh,GC-A act,rCAG binder,UHRF1 binding,NPR2 activator,SIAE inh
Cc1ccc([C@H]2C[C@H](O)[C@@H](n3cc(-c4ccc(F)cc4)nn3)CN2C(=O)C2CCCCC2)cc1,-1,1,-1,-8,-39,0,4,-1,-1,-7
COc1ccc(C(=O)N2CCCC(CNC(=O)c3ccccc3Cl)C2)o1 (stereo not given),4,4,4,6,4,3,0,1,-1,-1
N#CCCSc1nc(N2CCOCC2)c2c(c1C#N)CCCC2,3,1,0,-6,-19,-57,-3,-1,-22,-2
C/C(=N\NC(=O)C1(C)NC(C)(C)Cc2ccccc21)c1ccccc1 (stereo not given),-2,2,0,2,-4,-22,-6,2,-6,-2
O=C(Cc1coc2cc(O)ccc12)NNC(=O)c1cccs1,-2,0,0,2,3,-3,5,-2,0,12
COc1ccccc1-n1nnnc1SCC(=O)NC1CC1,-10,8,3,-4,2,0,-1,4,-4,-4
O=C(CSc1nc2nn(-c3ccccc3)c(=O)c-2c2n1CCCCC2)NCCCc1ccccc1,-4,5,3,-3,-2,-13,3,3,-6,-1
OCC[C@@H]1C[C@@H](O)[C@H](O)[C@]2(CCc3ccccc3O2)O1,-2,0,-1,3,0,-2,1,1,5,10
CCc1ccc(C2CC(c3ccccc3)n3ncnc3N2)cc1 (stereo not given),-4,9,0,4,-9,8,-3,4,-1,1
Cc1ccc(CN2CCN(/N=C/c3cccnc3)CC2)c(C)c1,-6,2,2,2,-2,1,-8,1,-12,-3
COc1cccc(Cn2c(Oc3ccccc3)nc3c2c(=O)n(C)c(=O)n3C)c1,4,-1,-5,4,-4,-17,-6,0,-15,0
O=C(COC(=O)c1ccc[nH]c1=O)NCC12CC3CC(CC(C3)C1)C2,1,-2,-3,-1,-8,1,1,1,-2,0
C[C@]12c3[nH]c4ccc(Cl)cc4c3CCN1C(=O)[C@@H](CC(=O)NCCCn1ccnc1)C[C@@H]2C(=O)N1CCOCC1,5,-2,3,-7,3,4,0,-1,-12,-6
Nc1n[nH]c(-c2ccc([N+](=O)[O-])cc2[N+](=O)[O-])n1,6,-3,0,6,8,1,5,-3,0,16
Cc1ccc(CSc2nc3c(cc2C#N)CCC3)cc1,-5,2,-1,-6,3,-8,3,2,-5,6
CC1CCCC(NC(=O)CN2C(=O)COc3ccccc32)C1C (stereo not given),-1,5,4,-6,1,-1,2,1,-1,-3
O=C(NCCOc1ccccc1F)c1cc([N+](=O)[O-])ccc1N1CCOCC1,-2,-2,2,7,5,1,-4,-2,7,11
COc1ccccc1CNC(=O)c1ccc(CS(=O)(=O)c2ccccc2)o1,2,0,-2,0,-1,0,2,2,1,11
CSCC[C@H](NC(=O)[C@@H]1Cc2ccccc2CN1)C(=O)Nc1cccc(C)c1,7,-1,-7,-4,0,-1,-6,-3,-4,-1
CC(C)(C)NC(=O)CC1C[C@H](C(=O)N2CCOCC2)[C@@]2(CCC3CCCC3)c3[nH]c4ccccc4c3CCN2C1=O (stereo not given in full),4,-4,1,3,-1,-16,-1,0,-15,-3

# One compound at a time, as listed above. Order of screens: TCR-CD3 inh | PRMT1 inh | MBD2 inh | ABHD4 inh | HTRA1 inh | GC-A act | rCAG binder | UHRF1 binding | NPR2 activator | SIAE inh
# `N#CCCSc1nc(N2CCOCC2)c2c(c1C#N)CCCC2` is listed with 3 | 1 | 0 | -6 | -19 | -57 | -3 | -1 | -22 | -2
# `OCC[C@@H]1C[C@@H](O)[C@H](O)[C@]2(CCc3ccccc3O2)O1` is listed with -2 | 0 | -1 | 3 | 0 | -2 | 1 | 1 | 5 | 10
# `Cc1ccc(CN2CCN(/N=C/c3cccnc3)CC2)c(C)c1` is listed with -6 | 2 | 2 | 2 | -2 | 1 | -8 | 1 | -12 | -3
# `CSCC[C@H](NC(=O)[C@@H]1Cc2ccccc2CN1)C(=O)Nc1cccc(C)c1` is listed with 7 | -1 | -7 | -4 | 0 | -1 | -6 | -3 | -4 | -1

# The list continues:
SMILES,TCR-CD3 inh,PRMT1 inh,MBD2 inh,ABHD4 inh,HTRA1 inh,GC-A act,rCAG binder,UHRF1 binding,NPR2 activator,SIAE inh
Cc1c(Br)c(C(F)(F)F)nn1CC(=O)NCCCn1ccnc1,-11,1,3,0,1,2,0,-3,0,3
CCCCN(C(=O)c1cc(S(=O)(=O)N2CCOCC2)ccc1Cl)c1c(N)n(CC(C)C)c(=O)[nH]c1=O,-1,-3,2,3,6,2,5,-1,2,7
OCCN1CN=C(Nc2nc3ccccc3s2)NC1,3,3,0,0,-2,5,2,-1,1,0
O=C(COC(=O)c1ccco1)NCCNC(=O)COC(=O)c1ccco1,2,0,2,-2,0,-1,28,-1,3,-2
Cn1cnnc1SCc1ccc(C(=O)n2ncc(C#N)c2N)cc1,4,-4,-2,-4,4,0,-3,-1,-1,0
Cn1c(CNC(=O)c2ccco2)nnc1SCC(=O)N1c2ccccc2Sc2ccccc21,3,1,0,5,-7,-5,-3,0,-1,1
COCCn1c(SCC(=O)NCc2ccc3c(c2)OCO3)nc2ccccc2c1=O,-4,7,-5,-5,-6,3,-3,1,2,-1
Cc1cc(C)c(C(N)=O)c(SCC(=O)c2ccc(Cl)cc2)n1,2,4,-4,9,-10,2,0,4,-1,-5
Cc1ccc(N(CCCCN2C(=O)c3ccccc3C2=O)C(=O)c2ccc(Cl)s2)cc1,-2,-2,3,-1,7,-2,-1,2,-6,-2
CC(=O)Nc1ccc(S(=O)(=O)N(C)CC(=O)OCC(=O)c2ccc3c(c2)NC(=O)CO3)cc1,2,2,4,-2,1,-1,6,2,5,3
Cc1ccc(C(=O)NCC(=O)OCC(=O)NC2CCCCCCC2)cc1,-1,0,8,-10,0,1,-5,2,6,3
O=C(CNC(=O)c1ccc(S(=O)(=O)N2CCCC2)cc1)N/N=C/c1ccc(Cl)cc1Cl,-4,-1,2,4,-9,2,4,3,2,-27
CCN(CC)C(=O)c1[nH]cnc1C(=O)N[C@@H](Cc1ccccc1)C(=O)OCc1ccccc1,5,-2,-4,-6,-10,3,-7,0,-2,-4
Cc1cccc(C(=O)NC(=S)Nc2ccccc2C(F)(F)F)c1,6,0,-1,-7,-28,-2,-3,-1,-8,-10
C[C@@H]1CC=C[C@H]2[C@H]1C(=O)N(Cc1ccccc1)[C@H]2c1ccoc1,2,0,-4,5,-7,-6,2,-1,-4,5
COc1ccc(NC(=O)CCNC(=O)Cn2ccc3ccccc3c2=O)c(OC)c1,-4,1,0,-8,5,1,1,6,2,1
CCOc1ccccc1N(CC(=O)NCCSCc1ccco1)S(=O)(=O)c1ccccc1,9,5,4,6,-18,0,-2,0,-1,-9
CC(C)=CC(=O)O[C@H]1[C@@H]2[C@H](C)C(=O)O[C@@H]2C[C@@H](C)[C@@H]2[C@@H](O)CC(=O)[C@]21C,-2,3,5,-16,3,1,9,3,5,4
C=C(C)Cn1c(SCC(=O)N/N=C(\C)c2ccc(Br)cc2)nnc1-c1ccc(Br)cc1,/,5,2,-10,/,-22,5,3,-14,-3
O=C(COC(=O)CNC(=O)c1ccccc1)NCCCc1ccccc1,-2,-1,-8,0,1,3,-1,1,1,-3
COc1cccc(NC(=O)Cn2c(-c3cncs3)nc3ccccc32)c1,7,1,-2,-3,-17,-4,6,-2,1,-2
O=C(N/N=C/c1cccnc1)c1ccc([N+](=O)[O-])cc1Cl,1,-7,2,3,-2,-7,-2,1,0,8
COc1ccc(C2C(C(=O)c3ccco3)=C(O)C(=O)N2c2nnc(C)s2)cc1OC (stereo not given),4,5,-3,9,5,0,-12,-7,-1,-4
O=C(C1CCN(C2CC(=O)N(Cc3ccccc3)C2=O)CC1)N1CCCCCC1 (stereo not given),8,57*,-3,2,8,1,-7,-3,-2,3
O=C(Nc1ccccc1)c1ccccc1NC(=O)C1CCCCC1,1,1,4,1,-10,-3,-1,10,3,-4
O=S1(=O)CCC(NCC2CCCO2)C1 (stereo not given),3,0,-8,4,3,-2,-2,-1,-3,0
COc1cc(-c2noc(C3CCCN(C(=O)c4ccccc4)C3)n2)cc(OC)c1OC (stereo not given),-9,-2,-2,1,4,-9,-8,2,-14,5
O=C(Nc1ccc(Cl)c(S(=O)(=O)N2CCCCC2)c1)c1ccncc1,2,0,-7,-13,-9,3,3,-1,-1,-3
CCCCCCCCCCCCN1C/C(=C\C(=O)OCC)c2ccccc2S1(=O)=O,-3,2,2,-4,-4,7,1,-3,8,9
CN(CC(=O)Nc1cc(Cl)ccc1Cl)C1CCS(=O)(=O)C1 (stereo not given),-4,-4,-6,-4,6,2,-2,1,2,0
CC(C)Cc1[nH]c(=O)c(C#N)c2c1COC(C)(C)C2,-7,1,3,6,-3,3,2,2,-1,0
COc1ccccc1C(=O)Nc1cc2cc(Br)ccc2oc1=O,-8,4,7,-10,-1,4,1,8,4,-7
O=C(NN=C1CCCC1)c1ccc(Cl)cc1,3,-1,2,-5,5,0,1,-1,-3,0
COc1ccc(C2CC2/C(C)=N/OC(=O)c2cccs2)cc1 (stereo not given),-4,1,4,-1,5,-1,-8,3,-6,0
Cc1cccc(/C=C/C(=O)c2ccc([N+](=O)[O-])o2)c1,-5,12,1,1,10,-3,9,-6,-14,8
O=C(CCc1ccccc1)Nc1nnc(-c2ccccn2)o1,-8,2,4,-3,1,1,4,-2,-5,1
O=C(COC(=O)C1CCN(S(=O)(=O)c2cccs2)CC1)NCc1ccccc1,8,1,0,2,1,4,-2,-1,1,-4
COc1ccc(NC(=O)c2ccc(-c3nn(C)c(=O)c4ccccc34)cc2)cc1,4,-3,3,3,1,0,-1,10,0,-6
O=C(NC1CCCC1)c1cc2c(=O)n3ccccc3nc2s1,-1,1,-9,-3,-3,7,2,-1,4,5
Cc1ccc(O)c(N=Nc2nccs2)c1,-4,6,-18,18,31,1,3,-10,2,16
O=C(CNC(=O)c1cc(Cl)cc([N+](=O)[O-])c1)OCC(=O)N1CCCCC1,4,-1,-4,4,-2,5,1,-1,0,0
O=C(Nc1ccnn1C1CCN(C2CCCC2)CC1)c1ccccc1,-2,-1,2,3,1,3,-3,1,3,1
COC(=O)c1ccc(C)c(NC(=O)CCSc2ccc(C)cc2)c1,-1,-4,-3,-21,-8,-2,-2,-3,1,-1
O=C(CCc1ccccc1)Nc1cc(S(=O)(=O)N2CCOCC2)ccc1N1CCCC1,-10,1,-1,5,-3,0,0,2,4,3
CCCCCCCCN1C(=O)[C@H](CC(=O)N2CCN(C(=O)C3CC3)CC2)C[C@@]2(C(=O)OCC)CCCC=C12,3,-7,-1,-4,/,0,0,-4,6,-4
CN(Cc1ccccc1Cl)C(=O)CNC(=O)C12CC3CC(CC(C3)C1)C2,-10,1,3,4,3,2,-2,3,-1,2
Clc1ccc2c(c1)C(c1cccs1)=NNC(c1cccnc1)=N2,2,0,0,-3,-16,-14,1,-1,-3,-5
CN1c2ccccc2C2(C)CCCC3=Cc4cccc([N+](=O)[O-])c4OC312 (stereo not given),9,-2,1,-4,-2,-2,5,-1,4,11
O=C(CCC1CCCCC1)NCc1cccnc1,-11,1,3,1,2,0,-5,1,0,1
COC(=O)[C@H](Cc1ccccc1)NC(=O)N1Cc2ccccc2C[C@H]1C(=O)OC,2,2,2,0,-8,0,-2,1,1,8
O=C(Nc1nnc(COc2ccccc2)s1)c1ccco1,2,2,8,-6,4,4,3,4,-1,1
COc1ccc(C(=O)Nc2ccc(Nc3ccccc3)cc2)cc1[N+](=O)[O-],0,6,-1,3,12,4,14,0,-4,19*
Cc1cc(CNC(=O)c2ccc3c(c2)OCO3)c2ccccc2n1,0,5,-2,4,3,1,7,2,-3,3
